TSG101-PTAP inh – blocks PTAP/TSG101 interaction to inhibit HIV-1 budding. Potency, µM (titrated, usually from 115 µM), inactives show top-dose activity change, negative = inhibition, usual class: inhibitors. Fluorescence polarization, FITC-PTAP peptide / Tsg101 binding. 340,000 tested, under 10 active. Q99816; active = well fitted inhibition curve with a large enough effect in the main read-out, with a control signal flat, not every such curve was filed as active; inconclusive = small, poorly fitted or top-dose-only effect, or effect the other way, or a change in a side signal; inactive = no such curve, though single readings can be large or run the other way; note: potency is the fitted concentration of half-maximal effect; % of control where 0% means no effect
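Steps: Tsg101 binding domain dispensed (10 uM final), compounds pinned in DMSO, FITC-labeled PTAP-motif peptide added (50 nM final); after 20 min binding at room temperature, polarization measured.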
Giardia killer – Giardia lamblia killing | AID 540267 | activity change, % at 7.66 µM, hits read low | 340,000 compounds, 0.15% hits | Giardia lamblia trophozoite viability; in the data active = activity change below about -80%; inconclusive = between about -30% and that limit;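 note: parasites exposed to compound for two days anaerobically before the ATP read; % is set by controls: 0 for no effect and ±100 for the full control effect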
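Anaerobic 48 hrs incubation at 37 deg C of 100 trophozoites/well with test compounds; ATPLite 1-Step luminescence, 15-30 min RT, reports cellular ATP as viability.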
B2AR arrestin – beta2AR (human) beta-arrestin recruitment activity; 330,000 compounds, 0.02% hits; beta-arrestin recruitment to beta2AR, cell-based reporter; Potency, µM (top dose mostly 46.1 µM), for inactives: at the top dose activation, usual class: activators; P07550; AID 492947;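 note: potency is the fitted concentration of half-maximal effect; 0% = DMSO controls and full agonism = EC100 isoproterenol or metaproterenol; nearly all actives have a fitted effect of over 65% in size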
Target sequence (P07550 whole entry, looked up): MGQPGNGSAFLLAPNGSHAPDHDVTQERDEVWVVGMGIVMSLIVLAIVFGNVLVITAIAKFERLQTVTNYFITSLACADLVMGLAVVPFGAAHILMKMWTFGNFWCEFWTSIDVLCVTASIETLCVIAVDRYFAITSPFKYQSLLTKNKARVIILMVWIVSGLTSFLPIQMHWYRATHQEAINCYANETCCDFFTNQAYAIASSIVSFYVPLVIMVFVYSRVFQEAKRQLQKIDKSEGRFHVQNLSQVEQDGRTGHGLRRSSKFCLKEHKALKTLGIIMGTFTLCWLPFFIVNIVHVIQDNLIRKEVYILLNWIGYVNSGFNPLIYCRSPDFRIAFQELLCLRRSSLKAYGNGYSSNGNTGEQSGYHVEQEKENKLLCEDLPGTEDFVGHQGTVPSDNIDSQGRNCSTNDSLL
BCR signal inh – inhibitors of chronic active B-cell receptor signaling. ABC-DLBCL IkBa-CBG/CBR reporter, luminescence ratio, 4 h. Potency, µM (series often up to 46.1 µM), without a hit: at the top dose ratio change, negative = lower green/red ratio, most hits filed as inhibitors. 340,000 compounds, 0.05% hits. AID 493014; active = well fitted inhibition curve with a large enough effect in the signal ratio, with a control signal flat, not every such curve was filed as active; inconclusive = small, poorly fitted or top-dose-only effect, or effect the other way, or a change in a side signal; the % refers to the signal ratio;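 note: potency is the fitted concentration of half-maximal effect; plate controls were basal doxycycline-induced cells for no effect and cells given 10 µM MG132 for full effect; MG132 reads +100%, hits lower the ratio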
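Compounds up to 46 uM were incubated four hours with TMD8 cells whose green CBG68 luciferase is fused to IkappaBalpha; red CBR luminescence normalised the signal, and concentration-effect curves were fitted to fusion, red and ratio data.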
Coupling enz – counter-screen for Giardia aldolase inhibitors: coupling enzyme system; coupling enzyme system counterscreen, AmpLite Red fluorescence; activity change, negative = inhibition, % at 58.2 µM, hits read low; 290,000 compounds, 0.67% hits; AID 2472; in the data active = activity change below about -30%; note: % is set by controls: 0 for no effect and ±100 for the full control effect
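Counterscreen lacking aldolase: glyceraldehyde-3-phosphate coupling-enzyme reagent preincubated 10 min at RT with compound (at 57.5 uM final), then substrate/coupling system with AmpLite Red added; fluorescence read at 525/598 nm after 20 min RT.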
Menin-MLL TR inh – displaces Texas Red mutant MLL peptide from human menin | 270,000 compounds, 0.23% hits | Potency, µM (series often up to 61.6 µM), for inactives: top-dose FP activity change, negative = inhibition, hits mostly inhibitors | Menin + Texas Red MLL mutant peptide, fluorescence polarization | O00255; active = well fitted inhibition curve with a large enough effect in the polarisation, with a control signal flat, not every such curve was filed as active; inconclusive = small, poorly fitted or top-dose-only effect, or effect the other way, or a change in a side signal; inactive = no such curve, though single readings can be large or run the other way; the % refers to the polarisation; note: potency is the fitted concentration of half-maximal effect; % of control where 0% means no effect; many of its hits are not listed in these tables
Target sequence (O00255 whole entry, looked up): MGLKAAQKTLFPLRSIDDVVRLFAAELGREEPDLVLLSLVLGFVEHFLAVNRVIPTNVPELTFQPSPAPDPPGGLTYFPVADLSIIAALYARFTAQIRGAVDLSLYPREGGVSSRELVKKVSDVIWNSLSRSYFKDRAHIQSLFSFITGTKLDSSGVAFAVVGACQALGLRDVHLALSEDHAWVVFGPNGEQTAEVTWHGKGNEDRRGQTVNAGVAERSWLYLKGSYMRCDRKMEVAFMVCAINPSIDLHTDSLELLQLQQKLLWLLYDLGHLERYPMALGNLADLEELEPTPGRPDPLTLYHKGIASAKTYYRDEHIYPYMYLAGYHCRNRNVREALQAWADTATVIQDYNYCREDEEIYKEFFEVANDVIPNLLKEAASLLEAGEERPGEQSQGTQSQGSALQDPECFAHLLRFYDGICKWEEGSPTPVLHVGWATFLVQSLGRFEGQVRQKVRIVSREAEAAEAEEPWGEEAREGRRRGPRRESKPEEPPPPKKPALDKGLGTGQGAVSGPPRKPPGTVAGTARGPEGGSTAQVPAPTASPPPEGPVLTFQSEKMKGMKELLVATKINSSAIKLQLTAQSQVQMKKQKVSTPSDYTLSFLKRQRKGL
Integrin act MD – activators of alpha7 integrin expression for muscular dystrophy | 350,000 compounds, 0.064% hits | AID 624291 | Potency, µM (doses to about 38.3 µM), for the others: at the top dose activation, usual class: activators | alpha7betagal myoblasts, beta-gal FDG fluorescence, 48 h;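 note: potency is the fitted concentration of half-maximal effect; 100% = response of the positive control SU9516; nearly all actives have a fitted effect of over 60% in size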
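alpha7betagal+/- myoblasts (passage 13, 250/well) treated 48 h at 37C with compounds at 1:260 dilution of DMSO stock. Lysed, then beta-galactosidase activity read as FDG fluorescence (ex 480/em 540) after 30 min, with pre-read for autofluorescence.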
ASM inhibitor – human S-ASM enzyme inhibition. P17405. placental ASM, HMU-PC fluorogenic substrate, 60 min. Potency, µM (titrated, usually from 57.5 µM), for inactives: top-dose activity change, negative = inhibition, usual class: inhibitors. 340,000 compounds, 0.006% hits. AID 504937; note: potency is the fitted concentration of half-maximal effect
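qHTS format. ASM enzyme prepared from human placenta hydrolyses the fluorogenic substrate HMU-PC0 (9 uM final) over 60 min at 37 °C after a 10 min compound preincubation.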
PKM2 act – activators of human pyruvate kinase M2. P14618. purified PKM2, Kinase-Glo ATP luminescence, activation; response scale: 0% is enzyme alone, no compound. Potency, µM (top dose mostly 57.5 µM), for the others: at the highest dose activation, actives largely listed as activators. 260,000 compounds, 0.34% hits. AID 1631; note: potency is the fitted concentration of half-maximal effect; % is set by controls: 0 for no effect and ±100 for the full control effect; nearly all actives have a fitted effect of over 55% in size
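hPK-M2, >95% pure; 0.1 mM ADP / 0.5 mM PEP final; imidazole pH7.2 buffer w/ 7 mM MgCl2, 50 mM KCl; 1 h RT; Kinase-Glo lum. Intermediate enzyme activity for dual inhibitor/activator qHTS.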
Tb PFK inh – inhibitors of T. brucei phosphofructokinase; O15648; T. brucei PFK, ADP-Glo luminescence; Potency, µM (highest dose often 57.5 µM), for inactives: top-dose activity, negative = inhibition, usual class: inhibitors; 330,000 compounds, 0.17% hits;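 note: potency is the fitted concentration of half-maximal effect; 0% = uninhibited 1x PFK enzyme wells and -100% = no-enzyme wells; nearly all actives have a fitted effect of over 60% in size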
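Luminescent ADP detection (ADP-Glo, two-step: ATP depletion then ADP-to-ATP conversion for luciferase) reported PFK activity after 45 min room-temperature reaction of 1.25 nM enzyme with 0.5 mM F6P and 0.1 mM ATP at pH 8.0.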
GALK inh – galactokinase (human) inhibition; P51570; Potency, µM (highest dose often 57.5 µM), for inactives: at the top dose activity change, negative = inhibition, hits mostly inhibitors; 270,000 compounds, 0.007% hits; AID 1868; Purified GALK, Kinase-Glo residual ATP luminescence; note: potency is the fitted concentration of half-maximal effect; % is set by controls: 0 for no effect and ±100 for the full control effect
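Human GALK (5 nM) with 35 uM ATP and 100 uM galactose in 20 mM HEPES pH 8.0, 5 mM MgCl2, 60 mM NaCl, 1 mM DTT, 0.01% BSA. After 1 h at room temperature, leftover ATP was read by Kinase-Glo Plus luminescence.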
Starred values were filed as active, the others as inactive; u = inconclusive; x = no result given; [ ] = dose if it differs, or a comment. Unless noted, calls come from the whole dose curve; as a rule, active = well fitted curve in the direction sought with a large enough effect; inconclusive = small, poorly fitted or top-dose-only effect, or another doubt; inactive = no such curve, though single readings can be large; an effect the other way counts as inactive or inconclusive. Not all compounds are listed; the hit share may differ from the screen's.

SMILES	TSG101-PTAP inh	Giardia killer	B2AR arrestin	BCR signal inh	Coupling enz	Menin-MLL TR inh	Integrin act MD	ASM inhibitor	PKM2 act	Tb PFK inh	GALK inh
COc1ccc(OC)c(C(c2nnnn2Cc2ccccc2)N2CCN(C)CC2)c1 (centres undefined)	-1%	3	-0.8%	0%	1	-7%	-8%	2%	4%	-5%	6%
Cc1cc(-c2ccccc2)c(C#N)c(N)n1	-6%	-3	x	x	1	-5%	-12%	8%	-1%	x	1%
CC(=O)c1cccc(NC(=O)Nc2cnn(Cc3ccc(F)cc3)c2)c1	x	x	-0.4%	-1%	1	-5%	x	x	-15%	-17%	2%
N/C(=N\c1nc2ccccc2o1)NC(=O)c1ccccc1Br	0%	-3	-0.2%	x	-1	x	u	10%	2%	1%	2%
COc1ccc(/C=C/C(=O)OCC(=O)NC2CCCC(C)C2C)cc1S(=O)(=O)N1CCOCC1 (centres undefined)	0%	4	0.4%	2%	2	-12%	-21%	-3%	-10%	2%	2%
O=C(CCC(=O)N1CCOc2ccccc21)NCCCN1CCCCC1	-3%	10	0.0%	0%	0	-8%	-5%	0%	1%	1%	x
COc1ccccc1NC(=O)Cc1noc(CSc2n[nH]c(N)n2)n1	-9%	8	0.3%	u	3	109%[activator]	-27%	6%	0%	-3%	0%
Fc1ccc(N2CCN(c3cnc4ccccc4n3)CC2)cc1	-2%	-9	0.5%	u	0	u	u	-5%	x	-4%	4%
CCN(CC)S(=O)(=O)c1cccc(-c2cn3cccnc3n2)c1	-3%	-17	-0.1%	3%	0	x	-11%	324%[activator]	2%	-1%	1%
COc1cccc(-c2ccnc3[nH]n(-c4ccccc4)c(=O)c23)c1	-2%	7	-1.2%	u	0	u	4%	-3%	19%	3%	1%
Cn1c(=O)c2c(SCC(=O)NCc3ccco3)nc(CC(C)(C)C)nc2n(C)c1=O	0%	-26	4.7%	5%	5	-9%[11.7 µM]	1%	-10%	3%	3%	0%
CC(C)=CCN1CCN(Cc2ccc(Oc3ncccn3)cc2)CC1CCO (centres undefined)	-1%	-15	-0.8%	-1%	-2	3%	0%	2%	0%	-5%	-3%
CCOc1ccccc1C(=O)N1c2ccccc2Sc2ccccc21	2%	0	0.9%	u	-5	2%	-32%	-4%	14%	-6%	0%
COc1cccc(-c2nn3c(-c4cccc(C)c4)nnc3s2)c1	-2%	-11	0.3%	-2%	2	7%	8%[7.66 µM]	-16%	-5%	-5%	5%
Cc1c(Cl)cccc1NC(=O)CNc1ccccc1F	-4%	-13	-0.4%	-24%	3	16%	-13%	2%	5%	-2%	-3%
Cc1ccc2c(CC(=O)NCc3ccco3)coc2c1C	-3%	-11	-0.3%	u	1	-20%	-12%	-1%	4%	2%	0%
O=C(NCCCN1CCCC1=O)c1ccccc1NS(=O)(=O)c1ccc(Br)cc1	-2%	-10	-3.2%	8%	4	-3%	3%	2%	-3%	1%	2%
CCc1ccc(OC(=O)CN2C(=O)c3ccccc3C2=O)cc1	-5%	4	-0.6%	-1%	2	1%	7%	-2%	-5%	1%	2%
COC(=O)\C(C(C)=O)=C(/C=C/C=C/N(C)C)N(C)C	-9%	-8	0.4%	0%	-2	4%	8%	-7%	0%	u	10%
Cc1ccc(Nc2nc(CSc3nnc(-c4cccs4)o3)cs2)cc1	2%	2	0.7%	u	-9	u	9%	u	0%	-1%	0%
COc1ccc(CCN2C(=O)CSC2c2ccc(F)cc2)cc1 (centres undefined)	-5%	-3	-0.4%	-5%	-1	-25%	-14%	2%	x	-8%	0%
Cc1ccc(NCc2nnc(SCC(=O)O)n2-c2ccc(C)cc2)cc1	-2%	-20	0.5%	u	0	u	9%	5%	-1%	5%	1%
N#Cc1cccc2cnccc12	0%	0	-0.2%	2%	1	2%	0%	3%	1%	-3%	-3%
Cc1ccc(Oc2ccc(C(=O)NCc3ccncc3)cc2)cc1	0%	44[activator]	-0.2%	-13%	1	-4%	-21%	-6%	3%	2%	0%
COc1ccccc1-c1cc(C(F)(F)F)n2ncc(C(=O)N3CCc4ccccc4C3)c2n1	-1%	4	-0.5%	-3%	-3	u	0%	62%[activator]	-2%	-7%	-4%
CCN(CC)c1ccc(S(=O)(=O)N(CC)CC)cc1NC(=O)c1cccnc1	-5%	2	0.0%	2%	-6	-14%	4%	3%	-2%	-1%	0%
CCOC(=O)N1CCC(=NNC(=O)COc2ccc(OC)cc2)CC1	-3%	13	0.0%	u	9	0%	-7%	0%	u	-7%	0%
CNC(=O)c1sc(NCc2ccccc2OC)nc1C	-1%	-2	-0.3%	-10%	0	-7%	9%	3%	1%	1%	13%
CCCCNC(=O)C1c2ccccc2Oc2ccccc21	-3%	12	0.0%	1%	5	-1%	21%	1%	-3%	-1%	0%
COc1cc(=O)n2c(-c3ccccc3)csc2n1	-1%	0	6.2%	u	1	-3%	14%	2%	-1%	-1%	9%
N#CCCN1CCN(C(=S)c2ccc(-c3cccc(Cl)c3)o2)CC1	-4%	-4	-0.1%	-2%	-8	u	1%	-26%	u	3%	5%
Cc1cc(-n2cccn2)ccc1CN1CCN(CC(C)C)C(CCO)C1 (centres undefined)	-5%	10	-0.3%	1%	1	x	-9%	-3%	3%	1%	3%
CCc1ccccc1N(CC(=O)NCCSCc1ccco1)S(C)(=O)=O	-4%	2	0.4%	4%	3	-6%	1%	4%	4%	-3%	-1%
CC1(C)Oc2ccc(NC(=O)c3ccco3)cc2O1	-3%	9	-0.6%	u	x	7%	23%	1%	-21%	2%	0%
Cc1ccc(CNC(=O)C2CCN(S(=O)(=O)c3cccnc3)CC2)cc1	3%	-5	0.3%	-6%	x	x	5%	6%	x	-3%	-2%
Cc1cc2c(cc1C)NC(c1c(C)n(C)n(-c3ccccc3)c1=O)C1=C(CC(C)(C)CC1=O)N2 (centres undefined)	u	0	-0.2%	u	-17	-14%	21%	28%	5%	-10%	-3%
CCCNC(=O)NC(=O)COC(=O)c1cccc(NS(=O)(=O)c2ccc(F)c(F)c2)c1	-4%	1	-1.4%	u	0	7%	-30%	-4%	-12%	0%	-1%
O=C(OCn1nnc2ccccc2c1=O)C1CCCCC1	-7%	2	0.1%	-3%	5	2%	-1%	-3%	-8%	1%	4%
Cc1cc(OC(C)C(=O)NCCCN2CCOCC2)ccc1Cl (centres undefined)	x	1	-0.4%	6%	3	2%	12%	2%	-5%	-1%	-7%
CC(C)(C)CNC(=O)c1ccc2c(c1)S(=O)(=O)c1cc(Cl)ccc1C2=O	-4%	8	0.0%	-1%	x	x	-8%	-4%	x	-8%	x
CC(C)CCNC(=O)CCc1nnc2ccc(N3CCC(C)CC3)nn12	-1%	1	0.1%	u	3	-25%	-21%	2%	x	4%	4%
O=C(CCCn1c(=O)[nH]c2ccsc2c1=O)N1CCN(c2ccccn2)CC1	-1%	8	-0.3%	0%	1	-3%	7%	3%	3%	4%	-1%
CCOc1ccccc1NC(=O)CCn1c(=O)oc2ccccc21	-4%	-13	11%	-14%	2	x	-11%	5%	-2%	-2%	-1%
CCOC(=O)N1CCN(C(=O)c2cnn3c(C(F)F)cc(-c4ccc(C)cc4)nc23)CC1	0%	-10	-0.2%	-9%	1	u	-7%	66%[activator]	0%	-1%	-1%
CC(C)OC(=O)c1ccc(COc2ccc3ccc(=O)oc3c2)o1	-2%	14	-0.9%	-13%	0	-5%	-50%[inhibitor]	17%	13%	-2%	14%
COc1cc(C(=O)Nc2ccc(C)cc2)c2ccccc2n1	-1%	12	0.5%	u	0	u	-25%	12%	x	-2%	2%
CCNc1nc(NCC)n2c(SCC(=O)Nc3ccc(OC(F)F)cc3)nnc2n1	0%	3	0.0%	-7%	x	x	-12%	x	x	7.6µM*	x
COc1ccc(NC(=O)C(=O)N/N=C\c2ccc(CNC(=O)C(=O)Nc3ccc(C)c(C)c3)o2)c(OC)c1	2%	23	0.2%	-1%	-1	0%	0%	-2%	-2%	1%	-3%
Cc1ccc(OCC(=O)OCCN2C(=O)c3ccccc3C2=O)cc1C	-3%	-13	-1.7%	-1%	1	1%	15%	-2%	3%	2%	x
COC(=O)c1cccc(NC(=O)Cc2nc(-c3ccccc3)sc2-c2ccc(C)cc2)c1	2%	12	-0.3%	u	-4	-26%	-12%	-4%	0%	0%	-3%
COC(=O)c1cnn(-c2ccccc2)c1/C=N/NC(=S)Nc1ccccc1	0%	20	0.1%	u	1	x	23%	-5%	-5%	-1%	-1%
